# Bioassay records as filed in PubChem.
# M17LAP inhibition: P. falciparum M17LAP inhibitors, primary screen, biochemical, fluorogenic H-Leu-NHMec substrate, 1536-well (AID 1619) | Leucine aminopeptidase (Plasmodium falciparum (isolate 3D7)) | recombinant M17LAP, H-Leu-NHMec fluorogenic kinetic assay; higher % means a stronger effect | inhibition, % at 30 µM; hits with a dose series show IC50 in µM | hit rate 0.38% among 220,000;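 active means compound inhibiting the enzyme by more than half at any dose during confirmatory dose-response retesting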;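 further: plate controls were full reaction with DMSO carrier for no effect and no enzyme background for full effect; strong numbers were not always called active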
# AID2073: inhibitors of Mint1-CaV2.2 protein interaction, biochemical, HTRF (AID 2073); Voltage-dependent N-type calcium channel subunit alpha-1B (Homo sapiens); HTRF protein-protein interaction, Mint1-CaV2.2; higher % means a stronger effect; inhibition, % at 20 µM, or IC50 in µM where a hit was titrated; hit rate 0.19% among 290,000; in the data active means inhibition mostly above about 51%, no sharp cut-off; further: some results filed as inactive read as strong as hits
# LYP inhibition: inhibitors of LYP phosphatase, biochemical, fluorescence intensity, uHTS (AID 1779); inhibition, % at 11.5 µM; hits with a dose series show IC50 in µM; hit rate 0.054% among 290,000; Tyrosine-protein phosphatase non-receptor type 22 (Homo sapiens); recombinant LYP phosphatase, fluorescence intensity; higher % means a stronger effect;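 further: plate controls were vehicle with enzyme for no effect and no enzyme for full effect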
# P. falciparum M1AAP: P. falciparum M1AAP inhibitors, biochemical, fluorogenic H-Leu-NHMec substrate, 1536-well (AID 1445); Aminopeptidase N (Plasmodium falciparum (isolate 3D7)); recombinant M1AAP, H-Leu-NHMec fluorogenic kinetic assay; higher % means a stronger effect; inhibition, % at 30 µM, or IC50 in µM where a hit was titrated; hit rate 0.42% among 220,000;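 active means primary inhibition above the hit cutoff, then over 50% inhibition at one or more dose response concentrations, cut at about 23% in these data, passing the limit was not always enough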;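 further: plate controls were DMSO full reaction for no effect and no enzyme background for full effect; strong numbers were not always called active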
# Siah-1 displacement: Siah-1 peptide-binding antagonists, primary screen, biochemical, fluorescence polarization, rhodamine-plectin, uHTS (AID 1817) | E3 ubiquitin-protein ligase SIAH1 (Homo sapiens) | Siah-1 / rhodamine-plectin peptide fluorescence polarization; higher % means a stronger effect | displacement, % at 20 µM, or IC50 in µM where a hit was titrated | hit rate 0.02% among 290,000;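 active means displacement of at least 50% at 20 µM, with a fluorescence ratio check between 0.3 and a set limit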;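 further: plate controls were Siah plus tracer with DMSO for no effect and tracer alone without Siah for full effect; strong numbers were not always called active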
# PMI inhibition: human PMI inhibitors, high substrate, primary screen, biochemical, fluorescence intensity, high mannose 6-phosphate (AID 1220). Mannose-6-phosphate isomerase (Homo sapiens). recombinant PMI enzyme, coupled fluorescence intensity; higher % means a stronger effect. inhibition, % at 20 µM, or IC50 in µM where a hit was titrated. hit rate 0.66% among 190,000
# PMI inhibitors: inhibitors of human PMI, primary screen, biochemical, fluorescence intensity, coupled assay (AID 1209); hit rate 0.42% among 190,000; one-dose inhibition, % at 20 µM; IC50 in µM for titrated hits; purified PMI enzyme, coupled fluorescence intensity; higher % means a stronger effect; Mannose-6-phosphate isomerase (Homo sapiens);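 further: plate controls were DMSO vehicle for no effect and wells lacking substrate for full effect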
# XIAP displacement: XIAP antagonists, biochemical, IAP family, fluorescence polarization (AID 1018); hit rate 0.007% among 200,000; XIAP BIR domain, fluorescence polarization peptide displacement; higher % means a stronger effect; displacement, % at 20 µM, or IC50 in µM where a hit was titrated; in the data active means displacement above about 50%; further: a part of the inactive calls stands beside numbers as strong as those of hits
# Dynein transport: inhibitors of GR-EGFP nuclear translocation, primary screen, dynein cargo transport inhibitor project, imaging, high-content, 3617.4 mouse cells; test concentration mostly 20 µM; stimulated with dexamethasone, 1 µM; stronger effect = lower value; z-score, hits read low; hit rate 0.47% among 220,000;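 active means plate z-score of nuclear minus cytoplasmic receptor signal below a set negative limit, without overly bright fluorescence or cell loss, cut at about -3.5 in these data, passing the limit was not always enough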;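 further: z-score of nuclear minus cytoplasmic ring GR-EGFP intensity difference per well; some compounds called inactive have numbers as strong as hits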
#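 medium = tetracycline-free induction medium containing charcoal-stripped FBS | probe or stimulus = dexamethasone, 1.0 µM final | timing = 48 h induction, then 1 h compound, then 30 min agonist, 37 °C | detection = automated 10x imaging of fixed Hoechst-stained cells | read-out basis = nuclear versus cytoplasmic GR-EGFP signal, averaged per well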
# Dynein transport cytoplasmic EGFP: further read-out of Dynein transport, marked with its call; z-score; measured here: cytoplasmic GR-EGFP intensity; stronger effect = higher value
# Dynein transport nuclear GR-EGFP: further read-out of Dynein transport, marked with its call; z-score; measured here: nuclear GR-EGFP intensity;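 lower value marks the stronger effect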
# Dynein transport cell count: recorded beside Dynein transport, whose call it bears; z-score; measured here: cell count per field
# The depositor's hits bear a star; · = not tested or not shown. Unless noted, no stated cut-off is given here; in the data, active means inhibition above about 50%; inactive means the rest.
PMI inhibitors,P. falciparum M1AAP,Dynein transport cytoplasmic EGFP,XIAP displacement,Dynein transport,Dynein transport cell count,Dynein transport nuclear GR-EGFP,Siah-1 displacement,AID2073,PMI inhibition,LYP inhibition,M17LAP inhibition,SMILES
-9%,5%,-0.33,-3.2%,0.39,0.22,0.11,2%,-4%,-3%,-9%,3%,Cc1ccc(OCc2ccc(C(=O)NCC3CCCO3)cc2)cc1 (stereo unspecified)
4%,2%,0.17,-4.7%,0.27,0.4,-0.12,4%,8%,6%,-2%,0%,CC(C)(C)c1ccccc1NC(=S)NC1CCCCC1
8%,7%,-0.12,3.4%,1.1,-0.9,0.62,4%,-4%,2%,-5%,2%,COc1ccc(F)cc1S(=O)(=O)N1CCN(Cc2ccc3c(c2)OCO3)CC1
0%,3%,-0.3,-3.2%,-0.16,0.065,0.56,4%,4%,-4%,-4%,9%,CC(SCCc1ccccn1)C(=O)O (stereo unspecified)
8%,12%,0.14,-1.3%,2.2,-1.9,1.6,-4%,-3%,2%,2%,-4%,Cc1onc(-c2ccccc2Cl)c1C(=O)N1CCN(c2cccc(Cl)c2)CC1
-5%,2%,0.048,-5.9%,0.61,-0.53,0.61,6%,-25%,-1%,-7%,-4%,OC(COc1ccc2c(c1)OCO2)CN1CCN(c2ccc(F)cc2)CC1 (stereo unspecified)
-14%,0%,-0.28,-1.5%,-0.062,0.57,0.13,6%,9%,-16%,-4%,-2%,CCc1nnc(NS(=O)(=O)c2ccc(NC(=O)c3ccc(Cl)cc3)cc2)s1
1%,4%,-0.12,-1.6%,-0.68,0.78,-0.38,0%,-10%,6%,7%,4%,Cc1[nH]c2ccccc2c1CCN(Cc1cccnc1)C(=S)Nc1cccc(F)c1
5%,4%,-0.084,-3.3%,1.2,-1.2,0.93,-2%,8%,1%,0%,-1%,O=C(Cc1cccc2ccccc12)N/N=C/C=C/c1cccc([N+](=O)[O-])c1
1%,-16%,-0.21,-2.3%,-0.51,1.1,-0.2,3%,-3%,0%,-2%,1%,Fc1ccc(-c2nnc3sc(C4COc5ccccc5O4)nn23)cc1 (stereo unspecified)
-12%,13%,-0.26,-5.0%,-0.91,0.4,-0.64,15%,24%,-7%,3%,12%,O=C(Nc1ccc(C(=O)O)cc1)/C(=C\c1ccc2c(c1)OCO2)NC(=O)c1ccc(Br)o1
14%,-1%,-0.24,-5.6%,2.4,-1.3,1.5,-7%,14%,10%,-6%,-5%,Cc1cn(S(=O)(=O)c2ccc(Cl)cc2)c(C)n1
·,8%,-0.7,·,-0.43,-0.37,-0.15,15%,13%,·,0%,2%,C=CCN1c2ccccc2[C@]23C[C@@H](C(=O)OC)N(C(=O)c4cc(C)oc4C)C2=NC(C(=O)OC)=C(C(=O)OC)[C@H]13
-13%,5%,-0.25,-8.0%,-1,0.91,-0.59,-1%,-7%,-15%,-2%,5%,COc1ccc(NC(=O)c2onc(C)c2Cl)cc1OC
-6%,2%,-0.27,-2.1%,0.24,-1.2,0.93,8%,10%,-2%,-7%,-4%,CCOc1ccc(NC(=O)N2CCC(c3nc4ccccc4o3)CC2)cc1
4%,-5%,-0.36,-10%,-0.7,0.89,-0.28,2%,9%,-1%,1%,10%,COc1ccc(/C=C/C(=O)NCC(=O)N/N=C/c2cc(Br)ccc2OCc2ccccc2)cc1
·,4%,-0.11,-1.0%,-0.51,0.27,-0.31,-4%,-19%,·,-6%,-2%,COc1ccc(CCN(Cc2cc3cccc(C)c3n3nnnc23)C(=O)c2ccncc2)cc1OC
-6%,14%,0.051,-6.2%,-0.52,0.37,-0.048,-1%,18%,45%,3%,0%,O=C(Nc1ccc2c(c1)C(=O)N(CC1CCCO1)C2=O)c1ccccc1Br (stereo unspecified)
-4%,0%,-0.25,2.1%,0.21,-0.39,1.1,5%,5%,-5%,-3%,16%,CC1CC(C)CN(C(=O)CCNS(=O)(=O)c2ccc3c(c2)CCC(=O)N3)C1 (stereo unspecified)
·,2%,-0.84,·,-0.38,0.21,-0.39,12%,18%,·,-2%,4%,CCCn1nc(C(=O)Nc2ccc(S(=O)(=O)Nc3ncccn3)cc2)c2ccccc2c1=O
-2%,4%,-0.18,-3.4%,-0.13,0.15,0.17,12%,26%,1%,-1%,-3%,NS(=O)(=O)c1ccc(CCNC(=O)c2ccc([N+](=O)[O-])cc2[N+](=O)[O-])cc1
10%,6%,-0.29,-3.4%,1.9,-2.2,0.83,2%,-8%,8%,-2%,4%,COc1ccc(NS(=O)(=O)/C=C/c2ccc(OC)c(OC)c2)cc1
·,3%,-0.16,·,-0.45,1.4,-0.6,1%,25%,·,3%,-5%,C=CCc1c(C)c(C#N)c2nc3ccccc3n2c1N1CCCCC1
·,-1%,-0.22,·,0.6,-0.74,0.21,1%,9%,·,-6%,2%,Cc1cc(C)cc(NC(=O)NCc2c(-c3ccccc3)noc2C)c1
-6%,19%,-0.27,-1.7%,0.68,-0.046,0.36,0%,-2%,-4%,-4%,8%,CC(=O)N/C(=C/c1ccc(OS(=O)(=O)c2ccc(C)cc2)cc1)C(=O)NCCO

# Reformatted with values under each structure: entries from further up
# Results follow in this order: PMI inhibitors, P. falciparum M1AAP, Dynein transport cytoplasmic EGFP, XIAP displacement, Dynein transport, Dynein transport cell count, Dynein transport nuclear GR-EGFP, Siah-1 displacement, AID2073, PMI inhibition, LYP inhibition, M17LAP inhibition
> COc1ccc(NC(=O)c2onc(C)c2Cl)cc1OC
→ -13%, 5%, -0.25, -8.0%, -1, 0.91, -0.59, -1%, -7%, -15%, -2%, 5%
> CCOc1ccc(NC(=O)N2CCC(c3nc4ccccc4o3)CC2)cc1
→ -6%, 2%, -0.27, -2.1%, 0.24, -1.2, 0.93, 8%, 10%, -2%, -7%, -4%
> COc1ccc(/C=C/C(=O)NCC(=O)N/N=C/c2cc(Br)ccc2OCc2ccccc2)cc1
→ 4%, -5%, -0.36, -10%, -0.7, 0.89, -0.28, 2%, 9%, -1%, 1%, 10%
> COc1ccc(CCN(Cc2cc3cccc(C)c3n3nnnc23)C(=O)c2ccncc2)cc1OC
→ ·, 4%, -0.11, -1.0%, -0.51, 0.27, -0.31, -4%, -19%, ·, -6%, -2%
> O=C(Nc1ccc2c(c1)C(=O)N(CC1CCCO1)C2=O)c1ccccc1Br (stereo unspecified)
→ -6%, 14%, 0.051, -6.2%, -0.52, 0.37, -0.048, -1%, 18%, 45%, 3%, 0%
> CC1CC(C)CN(C(=O)CCNS(=O)(=O)c2ccc3c(c2)CCC(=O)N3)C1 (stereo unspecified)
→ -4%, 0%, -0.25, 2.1%, 0.21, -0.39, 1.1, 5%, 5%, -5%, -3%, 16%

# Following part.
PMI inhibitors,P. falciparum M1AAP,Dynein transport cytoplasmic EGFP,XIAP displacement,Dynein transport,Dynein transport cell count,Dynein transport nuclear GR-EGFP,Siah-1 displacement,AID2073,PMI inhibition,LYP inhibition,M17LAP inhibition,SMILES
-7%,4%,-0.18,-11%,0.44,-0.25,0.28,0%,7%,3%,-4%,13%,CC(C)CCNC(=O)COc1ccc(C(=O)c2ccccc2)cc1
8%,6%,-0.17,-3.9%,0.81,-0.35,1.3,3%,-4%,7%,-5%,4%,CSc1ccccc1NC(=O)c1ccc(C)o1
-10%,·,·,-4.5%,·,·,·,-3%,-1%,-9%,-3%,·,C=CCn1c(=O)c(C(=O)Nc2ccccc2OC)c(O)c2ccccc21
10%,7%,-0.26,0.2%,-0.24,-0.27,-0.031,13%,-2%,18%,-2%,4%,COc1ccccc1C(=O)NCCn1cc(SCC(=O)NCc2ccco2)c2ccccc21
-4%,-1%,-0.16,-2.9%,1.3,-0.5,0.81,-1%,-10%,-1%,-2%,0%,O=C(NCCCN1CCCC1=O)c1ccc(OC(F)(F)F)cc1
13%,0%,-0.18,-7.8%,0.29,-0.13,0.31,4%,2%,10%,-10%,7%,Cc1onc(-c2ccccc2Cl)c1C(=O)Nc1ccccc1N1CCOCC1
1%,9%,-0.11,0.3%,-0.89,0.22,-0.093,0%,19%,2%,-4%,3%,COc1nc(C#N)nc(N(C)C)n1
10%,8%,-0.32,-8.2%,-0.17,0.52,-0.18,-6%,-6%,25%,-4%,2%,O=[N+]([O-])c1ccc(NCCCNS(=O)(=O)c2ccccc2)cc1
3%,4%,-0.29,-11%,-0.39,0.87,-0.1,-9%,-6%,4%,2%,-4%,COc1ccc(NC(=S)N2CCCN(Cc3cc(C)ccc3C)C2)cc1
17%,2%,-0.11,-2.7%,-0.24,0.88,-0.76,-4%,24%,14%,0%,-3%,CC(C)CCSc1nc(N)c(C#N)cc1C#N
-1%,1%,-0.26,-2.7%,-0.48,0.43,-0.072,3%,5%,-1%,-1%,-1%,Cc1cc(OCC(=O)NC2CCCCC2)ccc1Cl
9%,-1%,-0.25,0.3%,0.87,-1.2,1.1,24%,-7%,3%,-3%,-6%,COc1cc(OC)c(S(=O)(=O)Nc2ccc(C)cn2)cc1NC(C)=O
21%,0%,-0.31,1.1%,-0.67,0.83,-0.77,0%,36%,-3%,-6%,-36%,CC(=O)Nc1ccc(NC(=O)c2ccc(COc3ccc4c(C)cc(=O)oc4c3)cc2)cc1
4%,-2%,-0.083,-8.8%,-0.17,-0.44,-0.4,1%,3%,-6%,-3%,-14%,CC1CCN(S(=O)(=O)c2ccc(N=NC3=C(O)CC(C)(C)CC3=O)cc2)CC1
1%,6%,-0.19,-3.3%,0.25,-0.3,-0.5,-3%,1%,1%,-3%,-8%,O=S(=O)(c1ccc(Br)cc1)n1ccc2ccccc21
·,0%,-0.19,·,0.19,-0.4,0.54,-1%,-11%,·,-5%,-3%,NC(=O)c1c(NC(=O)Cn2cnc([N+](=O)[O-])n2)sc2c1CCCC2
-4%,9%,-0.2,4.2%,0.39,0.2,0.31,3%,-5%,7%,-3%,7%,O=C(/C=C/c1ccccc1)NC(=S)Nc1ccc2c3c(cccc13)CC2
4%,10%,-0.22,-1.0%,-0.65,0.48,0.02,0%,-4%,-4%,-7%,2%,Cc1cccc(Nc2nc(N)nc(CN3CCN(C)CC3)n2)c1
